Dengue-2 NS5 capping = flavivirus cap methylation enzyme inhibition – biochemical, confirmation dose response, primary screen (AID 588689); Dengue-2 NS5 methyltransferase capping enzyme assay, biochemical; higher % means a stronger effect; inhibition, % at 25 µM, or IC50 in µM where a hit was titrated; 340,000 tested, 0.3% active; in the data active = a potency from the dose series
Dengue-2 NS5 capping pilot replicate = also measured in Dengue-2 NS5 capping; calls as there; inhibition, %; measured here: pilot screen replicate inhibition
Active calls of the source: *.

SMILES	Dengue-2 NS5 capping	others
Cc1ccc(NC(=O)CN(C)C(=O)C(C)OC(=O)c2ccccc2NCCO)cc1 (stereo not given)	-10%
CC(C)CC1C(=O)N(Cc2cn(CCC3OCCCO3)nn2)CCS(=O)(=O)N1Cc1ccc(-c2ccncc2)cc1 (stereo not given)	-8%
CCCCN(C(=O)CN(C)CC(=O)Nc1cccc(OC)c1)c1c(N)n(CCCC)c(=O)[nH]c1=O	-2%
Cc1noc(C)c1C(=O)N(C)C[C@@H]1OCc2ccccc2-c2c(n(C)c3ccccc23)C(=O)N([C@H](C)CO)C[C@H]1C	-3%
CCOC(=O)c1ccc(-n2cccc2/C=C2\NC(=O)NC2=O)cc1	-5%
COc1ccc(NC(=O)CN(C)C(=O)c2ccc3ccccc3n2)cc1	4%
COCOCCn1cc(CN2CCS(=O)(=O)N(Cc3ccc(-c4ccc(OC)c(OC)c4)cc3)C(CC(C)C)C2=O)nn1 (stereo not given)	2%
Cc1cccc(NC(=O)CSc2nc3ccccc3c(=O)n2C)c1C	1%
Cc1cnc(C(=O)OCC(=O)Nc2ccc(OCc3ccccc3)cc2)cn1	-2%
CCN(CC)c1ccc(NC(=O)c2ccc(=O)[nH]c2)cc1S(=O)(=O)Nc1ccc(OC)cc1	-11%

Quoted at random: 2 records from the list.
SMILES	Dengue-2 NS5 capping	others
Cc1ccc(NC(=O)CN(C)C(=O)C(C)OC(=O)c2ccccc2NCCO)cc1 (stereo not given)	-10%
Cc1cnc(C(=O)OCC(=O)Nc2ccc(OCc3ccccc3)cc2)cn1	-2%

Remaining list, next part
SMILES	Dengue-2 NS5 capping	others
O=C1C=C(c2ccc3ccccc3c2)C[C@@H](c2ccc(F)cc2)C1	8%
CCOC(=O)C1=CN(Cc2cccc(-c3cccnc3)c2)S(=O)(=O)N(CC)C1C (stereo not given)	-6%	Dengue-2 NS5 capping pilot replicate=-0.6
COc1ccccc1C(=O)COC(=O)COc1ccc(C#N)cc1	9%
COC(=O)[C@@H](Cc1ccccc1)NS(=O)(=O)N[C@H](Cc1ccccc1)C(=O)OC	-6%
O=C(Nc1nnc(SCc2ccccc2)s1)C1=COCCO1	-4%
CCOC(=O)c1c(C)[nH]c(/C(C)=N/NC(=O)c2cccnc2)c1C	1%
C=CCC[C@@H](Cc1ccc(F)cc1)C(=O)OC[C@@H](Cc1ccccc1)NC(=O)[C@@H](CC=C)CC(=O)N[C@@H](CO)Cc1ccccc1	-5%
COc1ccc(NC(=O)CCNS(=O)(=O)c2ccccc2F)cc1S(=O)(=O)N1CCOCC1	-1%
CS(=O)(=O)c1ccc(-c2nnc(NC(=O)c3ccco3)o2)cc1	-5%
CC(OC(=O)c1ccccc1C(=O)N(C)Cc1ccccc1)C(=O)NC1(C#N)CCCCC1 (stereo not given)	1%
CCN(CC)CCc1nc(-c2ccccc2)no1	-2%
CC(C)(C)c1ccc(C(=O)NCCC(=O)Nc2ccc(S(=O)(=O)Nc3nccs3)cc2)cc1	1%
O=C(c1ccc(Cl)c(S(=O)(=O)N2CCOCC2)c1)N(Cc1nnc(-c2ccccc2Cl)o1)C1CC1	-4%
O=C(Cn1nnc(-c2ccccc2)n1)NC(=O)NC1CCCC1	-3%
O=C(ONC(=O)C1CCCCC1C(=O)NOC(=O)c1ccccc1)c1ccccc1 (stereo not given)	-2%
CCN(CC(=O)Nc1ccccc1C(F)(F)F)C(=O)CCOc1ccccc1C	-8%
CC(C)COc1cccc(C(=O)Nc2cc(S(=O)(=O)N3CCOCC3)ccc2N2CCCC2)c1	-7%
CCOc1ccc(CCNC(=O)COC(=O)/C=C/c2ccc(OC(F)F)c(OC)c2)cc1OCC	-6%
C=CC(=O)Nc1cccc(N(C)c2ccnc(Nc3ccc(N4CCN(C)CC4)cc3)n2)c1	2%
Cc1ccccc1C(=O)N1CCC(C(=O)N2CCN(c3ncccn3)CC2)CC1	-3%
CCOC(=O)c1nc(C(=O)NCc2ccc(C)cc2)nc2ccccc12	-5%
O=C(CSc1nc2scc(-c3cccs3)c2c(=O)n1CCc1ccccc1)N1CCCC1	-3%
CC1CCCN(C(=O)COC(=O)c2ccc3[nH]c4c(c3c2)CCCC4)C1 (stereo not given)	-7%
CCc1cccc(NC(=O)CSc2nnc(Cc3ccc(OC)cc3)c(=O)[nH]2)c1	5%
O=C(COC(=O)c1cccc(S(=O)(=O)N2CCOCC2)c1)Nc1ccc(Cl)cn1	2%
COC(=O)C1=C(C)N(Cc2ccccc2)C(=NCc2cccc(Cl)c2)N[C@H]1c1ccccc1	-9%
COc1ccccc1C(=O)N/C(=C\c1cn(S(=O)(=O)N(C)C)c2ccccc12)C(=O)N1CCN(C)CC1	2%
COc1ccc(NC(=S)NC(=O)c2ccc3c(c2)OCCO3)cc1	-5%
S=C1NCCN1CC1CCN(CCCC2CCCC2)CC1	-1%	Dengue-2 NS5 capping pilot replicate=2.8
CCOC(=O)C1=CN(Cc2cccc(F)c2)S(=O)(=O)NC1c1cccc(OC)c1 (stereo not given)	0%	Dengue-2 NS5 capping pilot replicate=-1.5
CCN(C(=O)c1ccc2c(c1)OCO2)C12CC3CC(CC(C3)C1)C2	1%
CCN(CC(=O)Nc1ccccc1C(F)(F)F)C(=O)/C=C/c1ccc(Cl)c([N+](=O)[O-])c1	-13%
O=C1C[C@H](c2ccc(O)cc2)Oc2cc(O[C@@H]3O[C@H](CO)[C@@H](O)[C@H](O)[C@H]3O)cc(O[C@@H]3O[C@H](CO)[C@@H](O)[C@H](O)[C@H]3O)c21	-11%
C[C@H](CO)N1C[C@H](C)[C@H](CN(C)C(=O)Nc2cccc3ccccc23)Oc2c(NC(=O)c3ccc(-c4nccs4)cc3)cccc2C1=O	5%
O=C1C=C(c2ccc3ncccc3c2)C[C@@H](c2ccc3c(c2)OCO3)C1	0%
NC(=O)C1CCN(C(=O)CCc2nc3sc4c(c3c(=O)[nH]2)CCCC4)CC1	-6%
Cc1cccc(C)c1NC(=O)COC(=O)c1c(C)nn(-c2ccccc2)c1C	7%
CN(Cc1c(C(=O)N/N=C/c2c(F)cccc2Cl)nnn1-c1nonc1N)C1CCCCC1	-5%
c1ccc2nc(NN=C3CCCCC3)ccc2c1	-3%
Cc1cc(C(=O)C(C)OC(=O)c2ccc(NC(=O)CC#N)cc2)c(C)n1-c1ccc(OC(F)F)cc1 (stereo not given)	-10%
COc1ccc(NC(=O)CCC(=O)N2CCC(c3ccccc3)=N2)cc1S(=O)(=O)N1CCCCC1	5%
O=C(COC(=O)COc1ccccc1F)Nc1cccc(S(=O)(=O)N2CCCCC2)c1	7%
CCOC(=O)OC(C)OC(=O)[C@@H]1N2C(=O)[C@@H](NC(=O)[C@H](N)c3ccccc3)[C@H]2SC1(C)C (stereo not given in full)	1%
Cc1cn([C@H](C(=O)NCCCCCCCCCCC(=O)N2CCN(C(=O)OC(C)(C)C)CC2)[C@@H](C)O)nn1	0%
O=C(CSc1ncccn1)NC(=O)Cc1ccccc1	-1%
COC(=O)C1CCN(CC(=O)N(C)c2c(N)n(Cc3ccccc3)c(=O)[nH]c2=O)CC1	-1%
O=C(CNC(=O)c1ccccc1F)NCCc1ccccc1F	11%
CCN(C(=O)CSc1nc(-c2ccccc2)cn1N)c1c(N)n(Cc2ccccc2)c(=O)[nH]c1=O	-4%
COc1ccc(NC(=O)c2cccc(S(=O)(=O)NCc3ccccc3)c2)cc1S(N)(=O)=O	-11%
O=C1CC2(CCN(C(=O)c3ccc(Cl)cc3)CC2)Oc2ccccc21	1%
Going on with the list.
SMILES	Dengue-2 NS5 capping	others
COc1ccccc1N(C)S(=O)(=O)c1ccc(C)c(C(=O)NCc2ccccn2)c1	3%
Cn1cc(C(=O)NCC(=O)Nc2ccccc2Br)cn1	1%
CCN1C(=O)[C@H]2[C@@H](c3ccc(C)cc3)N3C(=O)N(c4cccc(Cl)c4)C(=O)[C@@]3(CC)[C@H]2C1=O	2%
CC1CCN(C(=O)c2[nH]cnc2C(=O)N2CCN(C(=O)OC(C)(C)C)CC2)CC1	-10%
O=C(NC1CCCCC1)c1cc2c(cc1Cl)N1CCCCCC1=NS2(=O)=O	6%
COc1ccccc1NS(=O)(=O)c1cc(C(=O)NCC(c2ccco2)N(C)C)ccc1C (stereo not given)	-4%
CNC(=O)c1ccc(NC(=O)CCNC(=O)Nc2ccccc2)cc1	-12%
COc1ccc(CC(=O)OCC(=O)c2c(N)n(C)c(=O)n(C)c2=O)cc1OC	-4%
CC1CCCN(C(=O)COC(=O)C2=COCCO2)C1 (stereo not given)	7%
COc1ccccc1-c1sc2cc3c(cc2c1C#CC1(O)CCCCC1)OCO3	-2%
CCN(CC(=O)Nc1ccc(Br)cc1F)CC(=O)NC1CCS(=O)(=O)C1 (stereo not given)	3%
CN(C)C(=O)CCc1ccc2c3c([nH]c2c1)[C@]1(C)[C@@H](C(=O)N2CCOCC2)C[C@H](CC(=O)NCCc2ccccn2)C(=O)N1CC3	0%	Dengue-2 NS5 capping pilot replicate=-0.6
COC(=O)c1ccc(NS(=O)(=O)c2ccc(S(=O)(=O)N3CCOCC3)cc2)cc1	-1%
Cc1ccc(C)c(N2CCN(C(=O)CCc3nc(-c4ccccc4C)no3)CC2)c1	-2%	Dengue-2 NS5 capping pilot replicate=3.1
NCCCCCc1cn([C@@H](CO)C(=O)NCCCCCCCCCCC(=O)N2CCNCC2)nn1	-4%
Cc1cc2nc[nH]c(=O)n2n1	0%
COc1cccc(C2(C)NC(=O)N(CC(=O)Nc3ccc(N4CCOCC4)cc3)C2=O)c1 (stereo not given)	-3%
O=C1CCC/C=C/C[C@H](CC(=O)N(CCO)Cc2ccccc2)C(=O)N[C@@H](Cc2ccccc2)CO1	2%
CC(=O)Nc1cccc(C(=O)OC(C)C(=O)N2CCc3ccccc32)c1 (stereo not given)	0%
Cc1ccc(C(=O)Nc2ncccc2O)o1	-6%

As a short view, part of the list above.
SMILES	Dengue-2 NS5 capping	others
O=C(NC1CCCCC1)c1cc2c(cc1Cl)N1CCCCCC1=NS2(=O)=O	6%
COc1ccccc1NS(=O)(=O)c1cc(C(=O)NCC(c2ccco2)N(C)C)ccc1C (stereo not given)	-4%
CNC(=O)c1ccc(NC(=O)CCNC(=O)Nc2ccccc2)cc1	-12%
COc1ccc(CC(=O)OCC(=O)c2c(N)n(C)c(=O)n(C)c2=O)cc1OC	-4%
CC1CCCN(C(=O)COC(=O)C2=COCCO2)C1 (stereo not given)	7%
COc1ccccc1-c1sc2cc3c(cc2c1C#CC1(O)CCCCC1)OCO3	-2%
CCN(CC(=O)Nc1ccc(Br)cc1F)CC(=O)NC1CCS(=O)(=O)C1 (stereo not given)	3%
CN(C)C(=O)CCc1ccc2c3c([nH]c2c1)[C@]1(C)[C@@H](C(=O)N2CCOCC2)C[C@H](CC(=O)NCCc2ccccn2)C(=O)N1CC3	0%	Dengue-2 NS5 capping pilot replicate=-0.6
COC(=O)c1ccc(NS(=O)(=O)c2ccc(S(=O)(=O)N3CCOCC3)cc2)cc1	-1%
Cc1ccc(C)c(N2CCN(C(=O)CCc3nc(-c4ccccc4C)no3)CC2)c1	-2%	Dengue-2 NS5 capping pilot replicate=3.1
NCCCCCc1cn([C@@H](CO)C(=O)NCCCCCCCCCCC(=O)N2CCNCC2)nn1	-4%
Cc1cc2nc[nH]c(=O)n2n1	0%
COc1cccc(C2(C)NC(=O)N(CC(=O)Nc3ccc(N4CCOCC4)cc3)C2=O)c1 (stereo not given)	-3%

Continued:
SMILES	Dengue-2 NS5 capping	others
CCOc1ccc(S(=O)(=O)N2CCOCC2)cc1NS(=O)(=O)c1ccc(OC)c([N+](=O)[O-])c1	3%
CC1CN(Cc2ccco2)C(=S)NC1=O (stereo not given)	6%
CCCCN(C(=O)CN1C(=O)C2CCCCC2C1=O)c1c(N)n(CCCC)c(=O)[nH]c1=O (stereo not given)	0%
Cc1ccccc1Nc1nc(N)nc(COC(=O)CCNS(=O)(=O)c2ccccc2)n1	-7%
O=C(Nc1cccc(Br)c1)c1ccc2c(c1)SC1=NS(=O)(=O)CCN12	-2%
Cc1cc(OCC(=O)OCC(=O)N(C)C2CCS(=O)(=O)C2)ccc1Cl (stereo not given)	4%
COc1ccc(N2CCN(C(=O)c3cccc(S(=O)(=O)N4CCCc5ccccc54)c3)CC2)cc1	-3%
Cc1ccc(NC(=O)C(C)Sc2nnc(C3CC3)n2C2CC2)cc1S(=O)(=O)N1CCOCC1 (stereo not given)	3%
CCCCN1C(=N)N([C@@H](C)CN2CCC[C@H]2CN2C(N)=NC[C@H]2C(C)C)C[C@H]1[C@H](C)CC	-9%	Dengue-2 NS5 capping pilot replicate=-2.1
Cc1ccc(OCCNC(=O)c2ccc(C)o2)cc1	0%
CC(C)(C)OC(=O)C[C@@H]1C/C=C\C[C@H](CC(=O)N[C@@H](CO)Cc2ccccc2)C(=O)N[C@H](Cc2ccccc2)COC1=O	-2%
Cc1ccc(OCC(=O)NNC(=O)c2ccc3c(=O)n4c(nc3c2)CCC4)cc1	-4%
COC(=O)[C@]1(Cc2ccccc2)N[C@H](CN(C)C(=O)Nc2ccccc2)[C@@H]2C(=O)N(C)C(=O)[C@@H]21	-4%	Dengue-2 NS5 capping pilot replicate=2.4
O=C(Cc1ccc(F)cc1)N[C@@H]1c2ccccc2CC[C@H]1OCc1ccccc1	-9%	Dengue-2 NS5 capping pilot replicate=2.7
O=C(CCCN1C(=O)C(c2ccccc2)Oc2cccnc21)Nc1ccccc1Br (stereo not given)	-3%
O=C(c1cnn(C(=O)c2ccccc2F)c1)c1ccccc1O	3%
CCN(CC(=O)Nc1ccc(NC(C)=O)cc1)C(=O)c1cccc(S(=O)(=O)N2CCCC2)c1	4%
COCCN(C(=O)COC(=O)CSc1ccccc1)c1c(N)n(Cc2ccccc2)c(=O)[nH]c1=O	-8%
CC(=O)c1ccc(N2CCN(C(=O)c3ccc(Cl)c(S(=O)(=O)NC4CC4)c3)CC2)c(F)c1	1%
COc1cc2c(cc1CNC[C@H]1O[C@@H](n3cnc(C(N)=O)n3)[C@H](O)[C@@H]1O)OCO2	-4%
CN(C(=O)COC(=O)/C=C/c1ccc2c(c1)OCO2)c1c(N)n(Cc2ccccc2)c(=O)[nH]c1=O	9%
Cc1ccc(OCC(=O)NNC(=O)c2ccccc2OCc2c(C)noc2C)cc1	-1%
O=C(COC(=O)CNC(=O)c1cccc(OC(F)F)c1)NCc1ccc2c(c1)OCO2	-12%

Not all compounds are listed; the hit share may differ from the screen's.
